HUVEC inhibit: inhibitors of HUVEC proliferation, primary screen, cell-based, 384-well | viability, % at 10 µM (by protocol) | 86,000 tested, 1.1% active | AID 648, 2007 | CellTiter-Glo luminescence, 72 h; hits give low values;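 active = viability at or below 30%; inactive = viability above 30%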;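 note: 100% = median luminescence of DMSO-only cell control wells on each plate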
H69AR growth 86K: proliferation blockers of H69AR lung cancer cells, primary screen, cell-based, human, 86K library | H69AR lung tumor viability, ATP luminescence, 72 h; hits give low values | viability, % at 10 µM | 85,000 tested, 6% active;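 active = viability at or below 40%; inactive = viability above 40%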;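 note: multidrug resistant small cell line overexpressing MRP-1 efflux transporter; 100% = mean luminescence of untreated control wells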
VCAM1 TNFa inh: inhibitors of TNFa-induced VCAM1 expression, primary screen, imaging, HUVEC, TNFa stimulus, immunofluorescence | HUVEC TNFa-induced VCAM-1 immunofluorescence, high-content imaging | inhibition, % at 2 µM | 95,000 tested, 0.48% active | AID 802, 2007;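 active = inhibition above the batch mean plus 3 SD, with images confirmed as a hit by eye, cut at about 37% in these data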;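 note: 0% = TNF-stimulated DMSO wells and 100% = unstimulated control wells; not every result past the cut was called active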
Smad3 FoxH1 inh: Smad3/FoxH1 peptide binding inhibitors, primary screen, biochemical, TR-FRET; inhibition, % at 25 µM; TR-FRET Smad3/Dy647-FoxH1 peptide binding, europium anti-His; 88,000 tested, 0.29% active;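 active = compounds that reduce the energy-transfer binding signal between the protein and its labelled peptide by more than half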;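 note: 0% = Smad3 plus labelled peptide maximal FRET and 100% = peptide-only background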
cytoskel mod: modifiers of F-actin cytoskeleton organization, primary screen, imaging, HUVEC, phalloidin staining, high-content imaging | HUVEC TNFa F-actin phalloidin imaging | inhibition, % at 2 µM | 91,000 tested, 0.18% active;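 active = inhibition above the batch mean plus 3 SD and confirmed as a hit by visual image inspection, cut at about 30% in these data, passing the limit was not always enough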; note: strong numbers were not always called active
HUVEC tox IL1B: cytotoxicity in IL-1B stimulated HUVEC, primary screen, cytotoxicity control for IL-1B NFkB translocation project, imaging, Hoechst nuclear count, IL-1B stimulus. 94,000 tested, 0.41% active. HUVEC cell count loss. AID 845, 2007. cell count reduction, % at 2 µM;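 active = cell count reduction more than 3 SD above the screen-wide mean, cut at about 70% in these data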;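 note: normalized per plate to untreated control cells as the no-loss baseline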
Pyk2 oligo antag: antagonists of Pyk2 self-association, primary screen, Q293 cells, FERM NanoBiT luminescence, HTS | z-score (the deposit names both 25 µM and 10 µM) | hits give low values | 99,000 tested, 0.83% active;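 active = Z-score of -3 or lower, scaled per plate to the spread of control and sample wells; inactive = z-score above -3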;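 note: negative z-score means lost luminescence so less FERM oligomerization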
Target sequence (Q14289 whole entry, looked up): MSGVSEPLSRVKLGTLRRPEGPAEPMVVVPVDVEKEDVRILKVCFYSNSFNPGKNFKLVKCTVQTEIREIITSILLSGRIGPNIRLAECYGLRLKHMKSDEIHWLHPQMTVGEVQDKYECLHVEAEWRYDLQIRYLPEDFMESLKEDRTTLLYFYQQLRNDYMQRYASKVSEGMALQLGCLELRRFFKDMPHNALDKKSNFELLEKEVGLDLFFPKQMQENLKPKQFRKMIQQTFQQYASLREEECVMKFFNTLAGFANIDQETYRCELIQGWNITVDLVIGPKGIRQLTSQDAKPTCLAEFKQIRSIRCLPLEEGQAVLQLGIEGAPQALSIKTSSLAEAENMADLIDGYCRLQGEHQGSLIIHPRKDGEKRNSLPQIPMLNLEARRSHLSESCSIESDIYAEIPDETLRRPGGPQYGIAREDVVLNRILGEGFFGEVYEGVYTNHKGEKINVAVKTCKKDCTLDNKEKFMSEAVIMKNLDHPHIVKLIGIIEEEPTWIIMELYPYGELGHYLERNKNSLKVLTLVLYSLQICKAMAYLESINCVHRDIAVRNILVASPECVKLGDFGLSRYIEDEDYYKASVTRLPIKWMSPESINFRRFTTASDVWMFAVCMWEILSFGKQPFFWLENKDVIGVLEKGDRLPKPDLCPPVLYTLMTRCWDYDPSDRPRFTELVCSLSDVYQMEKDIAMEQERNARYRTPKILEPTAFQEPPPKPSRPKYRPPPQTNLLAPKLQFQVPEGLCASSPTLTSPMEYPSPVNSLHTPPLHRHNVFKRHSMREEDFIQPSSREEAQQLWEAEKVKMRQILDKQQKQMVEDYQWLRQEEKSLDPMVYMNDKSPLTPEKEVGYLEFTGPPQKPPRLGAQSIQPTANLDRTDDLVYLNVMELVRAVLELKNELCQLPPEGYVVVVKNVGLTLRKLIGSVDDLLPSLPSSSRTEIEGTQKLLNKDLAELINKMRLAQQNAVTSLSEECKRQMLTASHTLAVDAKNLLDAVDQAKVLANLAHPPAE
Fibroblast inh: antiproliferative effect on LL 47 fibroblasts – human, LL 47 cells, CellTiter-Glo luminescence, primary screen; LL 47 human lung fibroblast viability, ATP luminescence; hits give low values; viability, % at 10 µM; 85,000 tested, 1.1% active;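 active = viability at or below 50% in the single dose screen; inactive = viability above 50%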;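 note: compound exposure lasted 72 h before the ATP readout; 100% = median luminescence of untreated cell-only wells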
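Benchmarks: Cell-only wells, no compound | Test system: LL 47 human lung fibroblasts, passage 12 or lower | Input: 1,150 cells/well | Measured by: CellTiter-Glo luminescence measuring cellular ATP | Medium: IMEM, 15% FBS supplement | Schedule: Overnight attachment after seeding, then 72 h compound exposure at 37 °C | Doses: Compound addition at 0.1% DMSO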
HUVEC tox TNFa: cytotoxicity in TNFa-stimulated HUVEC, primary screen, cytotoxicity control for VCAM1 expression modulator project, imaging, Hoechst nuclei count; cell count reduction, % at 2 µM; 93,000 tested, 0.17% active; HUVEC TNFalpha-stimulated, Hoechst cell count;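 active = cell count reduction exceeding the screen mean by over 5 SD, scaled to untreated wells per plate, cut at about 78% in these data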;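 note: cells counted after 24 h of TNF alpha exposure following the 1 h pretreatment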
Numbers without * were called inactive; x = no result given; [ ] = dose if it differs, or a comment. The list is partial (hit frequency here may not be typical).

SMILES	HUVEC inhibit	H69AR growth 86K	VCAM1 TNFa inh	Smad3 FoxH1 inh	cytoskel mod	HUVEC tox IL1B	Pyk2 oligo antag	Fibroblast inh	HUVEC tox TNFa
c1cnc(Oc2ccc3oc4ccccc4c3c2)nc1	x	x	-20	x	-8	12	-0.18	x	49
c1ccc(CCc2nn3c(Cn4cnc5ccccc54)nnc3s2)cc1	100	67	2	-1	0	-7	-0.15	101	-2
CCn1c(C)c2c([n+]1CC)CC(C)(C)CC2=O	98	95	1	-2	x	-25	0.06	102	-22
CCOC(=O)c1c(NC(=S)NC(=O)c2cnn(CC)c2)sc2c1CCC(C)C2 (stereo not drawn)	x	x	19	x	-8	-17	0.75	x	-18
C=CCn1c(=N)c(C#N)cc2c(=O)n3ccccc3nc21	95	83	37	-2	-17	0	-0.56	97	13
CCCCCCn1c(SCCN2CCOCC2)nc2c1c(=O)[nH]c(=O)n2C	92	79	x	-4	x	-10	-0.04	103	x
C=CCN=C1CC(C)(C)CC(=O)/C1=C(/O)CCC(=O)OC	89	85	x	12	x	x	0.07	98	x
COc1ccc(NC(=O)Cc2cccs2)c(OC)c1	99	82	x	-8	x	x	-0.57	96	x
O=C(Nc1nc(-c2ccc(S(=O)(=O)N3CCCCCC3)cc2)cs1)c1ccccc1	84	45	14	0	4	5	-2.4	105	-15
CNC(=O)c1sccc1S(=O)(=O)Cc1c(Cl)cccc1Cl	98	96	-2	-12	16	x	0.41	109	-27
CCS(=O)CCSc1nc2ccccc2s1 (stereo not drawn)	104	83	-1	-14	-16	2	-0.5	96	11
COC(=O)[C@@H](NC(=O)Nc1ccc2c(c1)OCCO2)C(C)C	101	94	4	-2	-16	6	-0.11	99	-19
O=C(CCn1c(=O)oc2ccccc21)NCc1cccs1	102	93	4	1	14	12	-0.27	94	-7
FC(F)(F)c1cc(NCc2cccs2)n2ncnc2n1	x	x	5	x	-20	14	0.49	x	24
CCCc1cc(C(=O)NCc2ccco2)no1	98	89	10	-1	2	-27	x	97	-17
O=C(Nc1nc(-c2ccco2)cs1)c1ccccc1	102	91	9	-10	-3	-48	0.13	99	4
CC(=O)Nc1ccccc1OCC(=O)c1cc(C)n(Cc2cccs2)c1C	69	80	x	3	x	x	2.2	97	x
CC1OC2C(OC1C)N(S(C)(=O)=O)CCN2S(C)(=O)=O (stereo not drawn)	100	88	-5	1	x	-10	0.28	101	-8
Cc1ccc(-n2nc(C)c3c2OC(N)=C(C#N)C3c2ccc(F)cc2)cc1 (stereo not drawn)	106	92	-12	13[fluorescence artefact?]	-11	-3	-0.95	96	7
O=C(CSc1ccccn1)Nc1ccc(Br)cn1	81	97	-3	-2	2	-14	0.03	107	-31
COc1ccc(C2SCC(C(=O)NCc3ccc(F)cc3)N2C(C)=O)cc1 (stereo not drawn)	108	98	10	-5	16	-3	x	96	-46
COc1ccc(C(=O)CC2OC(=O)c3ccccc32)cc1OC (stereo not drawn)	64	66	-24	3	9	39	-0.08	92	7
COC(=O)[C@H](C)NC(=O)NC(C)CCc1ccccc1 (stereo partly drawn)	99	90	9	4	-5	-7	0.55	97	-27
CC1(C)CC(=O)C2=C(C1)Oc1ncn(CCCn3ccnc3)c(=N)c1C2c1ccccc1 (stereo not drawn)	94	93	23	11	9	-6	-0.29	90	13
Cc1nn(-c2ccccc2)c2c1C(c1cccnc1)N1C=C(S(=O)(=O)N3CCCCC3)C=CC1=N2 (stereo not drawn)	100	74	x	-3	x	x	1.6	90	x
O=C(c1ccco1)N1CCN(S(=O)(=O)c2ccc(Cl)s2)CC1	110	115	-5	2	19	-19	-0.36	101	-10
COc1cc(C(=O)Nc2cc(C)ccn2)cc(OC)c1OC	94	79	7	-1	-2	x	-1.1	104	7
O=C(CSc1ncccn1)NCc1ccccc1	110	101	1	2	1	2	0.21	106	-13
N=c1n(CCN2CCCCC2)c2ccccc2n1CC(O)c1ccc(Cl)c(Cl)c1 (stereo not drawn)	x	x	-35	x	-8	11	0.83	x	-20
O=C(CN1C(=O)C2CC=CCC2C1=O)Nc1ccc(-c2nnc3n2CCCCC3)cc1 (stereo not drawn)	99	101	x	8	x	x	-0.78	101	x
CC1CCC(NC(=O)C2c3ccccc3C(=O)N2CCCN2CCOCC2)CC1 (stereo not drawn)	96	95	13	-1	12	18	0.28	93	-30
CC(C)(C)C(=O)Nc1ccc(Oc2ccc3c(c2)C(=O)N(c2ccc(O)cc2)C3=O)cc1	92	97	-17	3	-6	17	0.12	98	-21
O=C(COc1ccccc1)Nc1ccc(S(=O)(=O)N2CCCC2)cc1	103	93	-9	-4	14	2	x	99	32
CCCc1nc2oc3c(NCC4CCCO4)ncnc3c2c2c1COC(C)(C)C2 (stereo not drawn)	89	72	x	0	x	x	-0.63	86	x
Cc1n[nH]c(C)c1C(=O)CC1(O)C(=O)N(Cc2ccccc2)c2ccc(Br)cc21 (stereo not drawn)	69	84	-1	6	5	0	-1.2	89	-11
NC(=O)c1oc2ccc(Cl)cc2c1N	90	94	-28	5	3	-20	1.4	103	-15
Cc1cc(C)c(NN=c2c(=O)c3ccccc3c2=O)c(C)c1	x	x	-12	x	-6	13	-0.23	x	6
O=C(NC(C(=O)c1ccccc1)n1ccc(=O)[nH]c1=O)c1ccccc1 (stereo not drawn)	94	81	27	7	-21	-2	-0.02	103	-3
COc1cccc(NC(=O)CSc2nc(N)cc(N)n2)c1	88	85	-24	0	30	-2	-0.18	100	-24
CC(C)CN(CC(C)C)S(=O)(=O)N1CCC(C(=O)NCc2ccccn2)CC1	97	92	-4	-9	-21	-17	-0.16	91	-12
CC(C)(C)NC(=O)/C=N/O	101	92	x	-7	x	x	x	110	x
Cc1ccccc1NC(=O)CCC(=O)OCCCC(F)(F)C(F)(F)F	99	91	-1	2	7	-10	-0.18	101	-11
Cn1c(=NC(=O)C2CCN(S(=O)(=O)c3cccs3)CC2)sc2ccccc21	73	74	x	4[fluorescence artefact?]	-12	-16	0.92	101	x
OC(c1ccc(Cl)cc1Cl)C(Cc1cccnc1)n1cncn1 (stereo not drawn)	103	93	-4	6	-2	-90	0.07	88	-22
CCOC(=O)c1ccc(COC(=O)CCc2nc(-c3ccccc3)c(-c3ccccc3)o2)cc1	100	72	4	-15	-5	-43	1.4	100	-11

Shown with two lines to a compound: part of the list above.
The line under a structure holds: HUVEC inhibit | H69AR growth 86K | VCAM1 TNFa inh | Smad3 FoxH1 inh | cytoskel mod | HUVEC tox IL1B | Pyk2 oligo antag | Fibroblast inh | HUVEC tox TNFa
N=c1n(CCN2CCCCC2)c2ccccc2n1CC(O)c1ccc(Cl)c(Cl)c1 (stereo not drawn)
→ x | x | -35 | x | -8 | 11 | 0.83 | x | -20
O=C(CN1C(=O)C2CC=CCC2C1=O)Nc1ccc(-c2nnc3n2CCCCC3)cc1 (stereo not drawn)
→ 99 | 101 | x | 8 | x | x | -0.78 | 101 | x
CC1CCC(NC(=O)C2c3ccccc3C(=O)N2CCCN2CCOCC2)CC1 (stereo not drawn)
→ 96 | 95 | 13 | -1 | 12 | 18 | 0.28 | 93 | -30
CC(C)(C)C(=O)Nc1ccc(Oc2ccc3c(c2)C(=O)N(c2ccc(O)cc2)C3=O)cc1
→ 92 | 97 | -17 | 3 | -6 | 17 | 0.12 | 98 | -21
O=C(COc1ccccc1)Nc1ccc(S(=O)(=O)N2CCCC2)cc1
→ 103 | 93 | -9 | -4 | 14 | 2 | x | 99 | 32
CCCc1nc2oc3c(NCC4CCCO4)ncnc3c2c2c1COC(C)(C)C2 (stereo not drawn)
→ 89 | 72 | x | 0 | x | x | -0.63 | 86 | x
Cc1n[nH]c(C)c1C(=O)CC1(O)C(=O)N(Cc2ccccc2)c2ccc(Br)cc21 (stereo not drawn)
→ 69 | 84 | -1 | 6 | 5 | 0 | -1.2 | 89 | -11
NC(=O)c1oc2ccc(Cl)cc2c1N
→ 90 | 94 | -28 | 5 | 3 | -20 | 1.4 | 103 | -15
Cc1cc(C)c(NN=c2c(=O)c3ccccc3c2=O)c(C)c1
→ x | x | -12 | x | -6 | 13 | -0.23 | x | 6
O=C(NC(C(=O)c1ccccc1)n1ccc(=O)[nH]c1=O)c1ccccc1 (stereo not drawn)
→ 94 | 81 | 27 | 7 | -21 | -2 | -0.02 | 103 | -3
COc1cccc(NC(=O)CSc2nc(N)cc(N)n2)c1
→ 88 | 85 | -24 | 0 | 30 | -2 | -0.18 | 100 | -24
CC(C)CN(CC(C)C)S(=O)(=O)N1CCC(C(=O)NCc2ccccn2)CC1
→ 97 | 92 | -4 | -9 | -21 | -17 | -0.16 | 91 | -12
CC(C)(C)NC(=O)/C=N/O
→ 101 | 92 | x | -7 | x | x | x | 110 | x
Cc1ccccc1NC(=O)CCC(=O)OCCCC(F)(F)C(F)(F)F
→ 99 | 91 | -1 | 2 | 7 | -10 | -0.18 | 101 | -11

Next part:
SMILES	HUVEC inhibit	H69AR growth 86K	VCAM1 TNFa inh	Smad3 FoxH1 inh	cytoskel mod	HUVEC tox IL1B	Pyk2 oligo antag	Fibroblast inh	HUVEC tox TNFa
COc1ccc(S(=O)(=O)NCc2ccco2)c2ccccc12	84	80	x	8	x	x	0.04	89	x
CCOC(=O)C1CCCN(Cc2ccc(O)c(OC)c2)C1 (stereo not drawn)	90	95	x	1	x	x	-0.42	94	x
O=C(Cn1cnc2c(nnn2Cc2ccc(F)cc2)c1=O)NC1CCCC1	104	102	9	4	-35	-15	-0.22	107	-1
Cc1cc(NC(=O)COC(=O)c2cccc(OCc3ccccc3)c2)no1	100	100	9	-9	19	1	1.5	105	-15
CC(c1ccccc1F)n1cc(C(=O)NCc2ccncc2)nn1 (stereo not drawn)	77	75	x	10[fluorescence artefact?]	x	x	0.34	97	x
COc1cc(C2C(C#N)=C(N)Oc3n[nH]c(-c4ccncc4)c32)cc(OC)c1OC (stereo not drawn)	115	100	-17	8	26	-11	-0.19	97	-34
Cc1ccc(C)c(NC(=O)c2ccccn2)c1	x	x	1	x	15	1	-0.69	x	-13
Cc1cc2ncn(CC(O)COc3cccc(C(=O)O)c3)c2cc1C (stereo not drawn)	109	102	-2	-1	-14	-7	1.1	99	9
COC(=O)c1cccc(S(=O)(=O)N2CCOCC2)c1	103	106	-8	-14	23	-27	0.96	106	-6
O=c1c2ccccc2nnn1CSc1nnc2ccccn12	97	89	2	10	20	5	1	95	-45
Cc1csc(Cn2c(CN(C)C)nc3ccccc3c2=O)n1	83	62	-6	0[fluorescence artefact?]	10	-12	0.51	96	-17
Oc1cc(NCc2cccnc2)ccc1-c1nc2ccccc2o1	108	78	33	16	-3	9	-2.1	75	-2
COc1cccc(/C(C#N)=C/c2c(-c3ccc(Cl)cc3)nc3c(C)cccn23)c1	x	x	-7	x	0	10	-1.4	x	-2
CC(C)NCCOCCSc1ccc(Cl)cc1	x	x	1	x	6	-27	-0.55	x	-39
CS(=O)(=O)N(CC(=O)N1CCCCC1)c1sc2c(c1C#N)CCCC2	95	94	x	26[fluorescence artefact?]	x	-8	0.03	97	x
C=CCc1cccc(/C=N/NC(=O)CNc2ccccc2)c1O	x	x	10	x	-5	0	2	x	-2
COCCN(C(=O)c1ccccc1)c1nnc(-c2cccnc2)s1	120	94	-9	6	-9	0	-0.62	98	-14

Source: PubChem (several laboratories)
